Bioassay records as filed in PubChem BioAssay.
Tau fluor cs = counter-screen for tau fibril formation inhibitors. tau K18 P301L Alexa594 fluorescence, heparin fibrillization. Potency, µM (series often up to 57.7 µM), for the others: at the top dose activity change, negative = decrease. actives 0.93% (n = 280,000). AID 1463; also: % is scaled to controls: 0 for no effect and ±100 for the full control effect; nearly all actives have a fitted effect of over 55% in size
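Human tau K18 P301L (15 uM unlabeled, 0.24 uM Alexa 594-labeled) in 100 mM sodium acetate pH 7 with 20 uM heparin, 6 hr at 37 C. ThT 30 uM added, 1 hr ambient; Alexa 594 FP and total fluorescence read at 555/632 nm.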
HTT cytoprotect = Huntington cell model cytoprotection by ATP luminescence; AID 1471; PC12 HTT-Q103 induced, cytoprotection, ATP luminescence, 40 h; actives 0.14% (n = 230,000); Potency, µM (doses to about 56.4 µM), without a hit: cytoprotection (ATP increase), most hits filed as activators;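 also: % of control where 0% means no effect; nearly all actives have a fitted effect of over 45% in size; toxic huntingtin expression switched on by the ecdysone agonist tebufenozide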
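Quantitative HTS on tebufenozide-induced (100 nM) PC12 cells expressing HTTQ103 exon 1–GFP; compounds tested as a concentration series; survival measured via cellular ATP.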
RECQ1 inh = blocks DNA unwinding by human RECQ1; P46063; actives 0.54% (n = 240,000); Potency, µM (titrated, usually from 57.3 µM), for the others: at the highest dose activity, negative = inhibition, actives largely listed as inhibitors; AID 2549; RECQ1 DNA unwinding, red fluorescence kinetic read;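 also: plate controls were vehicle for no effect and no enzyme for full effect; nearly all actives have a fitted effect of over 30% in size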
Target sequence (P46063 whole entry, looked up): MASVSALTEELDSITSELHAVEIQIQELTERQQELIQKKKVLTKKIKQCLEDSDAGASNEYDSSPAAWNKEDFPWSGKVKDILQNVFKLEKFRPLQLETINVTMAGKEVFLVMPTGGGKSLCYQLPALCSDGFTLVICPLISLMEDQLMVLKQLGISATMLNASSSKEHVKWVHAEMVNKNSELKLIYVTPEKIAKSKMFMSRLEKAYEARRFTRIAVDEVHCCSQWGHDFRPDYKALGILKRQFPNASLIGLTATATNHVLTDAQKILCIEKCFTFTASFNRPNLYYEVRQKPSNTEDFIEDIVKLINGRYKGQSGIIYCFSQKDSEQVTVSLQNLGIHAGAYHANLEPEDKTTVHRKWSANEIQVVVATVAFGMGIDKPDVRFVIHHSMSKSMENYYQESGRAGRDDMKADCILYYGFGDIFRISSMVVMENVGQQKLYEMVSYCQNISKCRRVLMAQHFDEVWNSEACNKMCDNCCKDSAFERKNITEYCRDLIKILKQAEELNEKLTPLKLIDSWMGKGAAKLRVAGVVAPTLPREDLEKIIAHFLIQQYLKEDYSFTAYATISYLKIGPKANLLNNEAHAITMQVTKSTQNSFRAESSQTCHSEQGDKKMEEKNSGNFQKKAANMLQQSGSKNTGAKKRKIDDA
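50 nM RECQ1T1 preincubated 15 min with compound in Tris pH 8.0 buffer with MgCl2, DTT, Tween-20 and 2.5 ug/ml poly(dI-dC); started with 200 nM TAMRA/BHQ-2 forked duplex and 2 mM ATP. Unwinding read as fluorescence (525/598 nm), two reads 2 h apart.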
TRb-SRC2 inh = inhibitors of human thyroid hormone receptor beta-SRC2 interaction; actives 0.065% (n = 280,000); P10828; Potency, µM (series often up to 106 µM), inactives show at the top dose activity change, negative = inhibition, actives largely listed as inhibitors; TRbeta-SRC2 peptide binding, fluorescence polarization; receptor liganded with 1 µM T3;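 also: plate controls were bound peptide for no effect and peptide without receptor for full effect; nearly all actives have a fitted effect of over 50% in size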
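Fluorescence polarization of 20 nM Texas Red SRC2 peptide with 0.6 uM human TRb ligand-binding domain, in Tris buffer with 1uM T3 and 5% DMSO. Incubated 5 hr ambient; normalized to unbound and bound controls.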
L3MBTL1 block = blocks human L3MBTL1. actives 0.66% (n = 230,000). Q9Y468. AID 485360. AlphaScreen L3MBTL1–H3K9me1 peptide binding. Potency, µM (doses to about 57.1 µM), inactives show at the highest dose activity, negative = inhibition, most hits filed as inhibitors; also: % is scaled to controls: 0 for no effect and ±100 for the full control effect; nearly all actives have a fitted effect of over 60% in size
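AlphaScreen proximity signal between nickel-chelate acceptor and streptavidin donor beads (final 10 ug/mL) reports binding of 50 nM L3MBTL1 to 75 nM biotin-H3 K9me1 peptide; complex incubated with compounds 30 min at room temperature; cefsulodin titration as control.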
Tau ThT inhib = blocks human tau fibril formation measured by thioflavin T; P10636; recombinant tau K18 P301L, heparin-induced fibrillization, ThT fluorescence; Potency, µM (highest dose often 57.4 µM), inactives show at the highest dose activity, negative = inhibition, most hits filed as inhibitors; actives 2.1% (n = 270,000); also: % is scaled to controls: 0 for no effect and ±100 for the full control effect; nearly all actives have a fitted effect of over 55% in size
Target sequence (P10636 561-689 P618L limits assumed): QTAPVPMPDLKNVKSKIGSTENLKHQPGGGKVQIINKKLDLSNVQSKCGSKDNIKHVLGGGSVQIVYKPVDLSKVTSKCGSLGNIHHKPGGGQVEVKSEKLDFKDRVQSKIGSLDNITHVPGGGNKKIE
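Using a mix of unlabeled (15 uM) and Alexa 594-labeled (0.24 uM) tau K18 P301L, heparin-triggered fibrillization over 6 hr at 37 C was scored by ThT fluorescence.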
Tau fibril FP = inhibitors of human tau fibril formation; P10636; Potency, µM (titrated, usually from 57.7 µM), for the others: top-dose activity, negative = inhibition, most hits filed as inhibitors; actives 0.39% (n = 280,000); AID 1468; K18 P301L tau heparin fibrillization, Alexa594 FP, 6 h; also: % is scaled to controls: 0 for no effect and ±100 for the full control effect; nearly all actives have a fitted effect of over 55% in size
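K18 P301L tau (15 uM unlabeled/0.24 uM Alexa 594-labeled, final) + compound + heparin 20 uM final; 100 mM NaOAc pH 7; 6 hr 37 C; ThT 30 uM final added, 1 hr RT; FP ex 555/em 632 nm.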
TR SRC2 fluor cs = alters Texas Red total fluorescence, flagging assay interference. TRb/SRC2 Texas Red total fluorescence interference. actives 0.29% (n = 280,000). Potency, µM (doses to about 106 µM), without a hit: at the top dose fluorescence change, negative = quenching; active = well fitted curve in either direction with a large enough effect; inconclusive = small, poorly fitted or top-dose-only effect; also: % is scaled to controls: 0 for no effect and ±100 for the full control effect
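Human TRb ligand-binding domain at 0.6 uM with 20 nM Texas Red SRC2 peptide in Tris buffer containing 1 uM T3 and 5% DMSO, incubated with compound 5 h at ambient temperature. Total fluorescence (555/632 nm) calculated as parallel + 2 × perpendicular.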
* marks the source's active call; other numbers are inactive results; i = inactive; ? = inconclusive; · = no result given; [ ] = remark or other dose. Unless noted, calls follow the shape of the dose curve; as a rule, active = well fitted curve in the direction sought with a large enough effect; inconclusive = small, poorly fitted or top-dose-only effect, or another doubt; inactive = no such curve, though single readings can be large; an effect the other way counts as inactive or inconclusive. Potency is read from the fitted curve at half-maximal effect. Not all compounds are listed; the hit share may differ from the screen's.

SMILES	Tau fluor cs	HTT cytoprotect	RECQ1 inh	TRb-SRC2 inh	L3MBTL1 block	Tau ThT inhib	Tau fibril FP	TR SRC2 fluor cs
C/C(=N\NC(=O)C1CC1)c1cccs1	7%	·	-2%	2%	5%	14%	2%	-3%
CN1CCN2c3ccccc3Cc3ccccc3[C@@H]2C1	-8%	15%	-12%[25.9 µM]	4%	·	-8%	-2%	1%
COc1nc2c(C)cccc2cc1-c1noc(-c2ccncc2)n1	5%	5%	i	-17%	5%	-1%	-1%	-1%
CCC1(c2ccc(Cl)cc2)NC(=S)N(c2ccc(C)cc2)N1 (configuration not stated)	?	·	8%	0%	3%	?	-14%	-2%
NC(=O)c1sc2nccc(Nc3ccccc3)c2c1N	-16%	26%[0.074 µM]	2%	4%	-8%	-9%	-10%	-5%
O=C(c1ccco1)N1CCN(c2ccccc2F)CC1	-3%	12%	i	-21%	·	-7%	0%	1%
O=C(Nc1cccc2cccnc12)c1cccc2c(Br)cccc12	-6%	·	·	2%	·	-2%	-3%	3%
O=C(Nc1ccc2c(c1)OCO2)c1ccc(COc2ccc3c(c2)CCC3)o1	-23%	-11%[0.074 µM]	-14%	-11%	-8%	?	?	0%
CCCCNCCOCCOc1ccccc1-c1ccccc1	4%	-15%[10 µM]	-6%	-1%[53 µM]	9%	8%	-4%	1%[53 µM]
O=C1c2ccccc2NC(c2ccc(F)cc2)N1Cc1ccco1 (configuration not stated)	-11%	3%	-8%	-1%	2%	-2%	-6%	-4%
CC(C)OCCCNC(=O)C1CCN(S(=O)(=O)N2CCCC2)CC1	-4%	17%	-14%	-1%	·	-10%	4%	2%
COC(CNC(=O)c1ccc2c(c1)nc(C)n2-c1ccc(F)c(F)c1)OC	3%	6%[10 µM]	i	-26%	-25%	1%	2%	2%
CCS(=O)(=O)c1ccc2oc(SCC(=O)NC(C)C3CC4CCC3C4)nc2c1 (configuration not stated)	-9%	28%	i	-22%	·	-3%	-4%	0%
O=C1CC(c2ccccc2)CN1C(=O)c1cccnc1 (configuration not stated)	1%	44%[10 µM]	i	3%	-1%	-3%	0%	0%
COC(=O)c1c(NC(=O)CSc2nnc(-c3cccnc3)n2Cc2ccco2)sc(C)c1C	7%	-20%[1.9 µM]	-13%	-1%	-20%	4%	6%	-6%
FC(F)(F)c1ccccc1NC(=S)N1CCN(c2ncccn2)CC1	-1%	-33%	4%	5%	-2%	-6%	-1%	2%
CCOP(=O)(OCC)/C(C#N)=C/c1ccc([N+](=O)[O-])cc1	-5%	7%[10 µM]	i	-1%	17%	-17%	3%	2%
CCc1cc2c(cc3c(=O)n(CC(=O)NC4CCC(C)CC4)nc(CC)n32)s1 (configuration not stated)	-15%	·	·	7%	·	-17%	-4%	9%
Brc1ccc2c(c1)C(c1cccs1)=NNC(c1cccnc1)=N2	-25%	-7%	2%	-1%	-8%	?	-8%	3%
COc1ccc(-c2ccc3c(N)c(C(=O)Nc4ccc(C(F)(F)F)cc4)sc3n2)cc1OC	?	·	·	2%	·	?	11%	-11%
Nc1ccc(Br)cc1C(NCC(=O)O)c1ccccc1 (configuration not stated)	10%	1%[10 µM]	-16%	-5%	8%	8%	2%	-2%
CC(NS(=O)(=O)c1ccc2[nH]c(=O)c(=O)[nH]c2c1)C(=O)O (configuration not stated)	-8%	-2%[10 µM]	-6%	0%	12%	-7%	-11%	-2%
O=C(c1ccc(Cl)c(S(=O)(=O)N2CCCCCC2)c1)N1CCN(c2ccccc2O)CC1	-27%	-31%	-4%	-1%	-14%	?	?	0%
Cc1ccc(CNC(=O)C2CCN(c3ncnc4c3nc3n4CCCCC3)CC2)cc1	4%	·	·	-5%	·	7%	-4%	3%
COc1ccc(-c2cc(=O)oc3cc4occ(C)c4cc23)cc1	-16%	-51%[inhibitor]	-4%	-11%	-5%	-7%	-10%	0%

Copied from above, 14 compounds:
SMILES	Tau fluor cs	HTT cytoprotect	RECQ1 inh	TRb-SRC2 inh	L3MBTL1 block	Tau ThT inhib	Tau fibril FP	TR SRC2 fluor cs
COC(CNC(=O)c1ccc2c(c1)nc(C)n2-c1ccc(F)c(F)c1)OC	3%	6%[10 µM]	i	-26%	-25%	1%	2%	2%
CCS(=O)(=O)c1ccc2oc(SCC(=O)NC(C)C3CC4CCC3C4)nc2c1 (configuration not stated)	-9%	28%	i	-22%	·	-3%	-4%	0%
O=C1CC(c2ccccc2)CN1C(=O)c1cccnc1 (configuration not stated)	1%	44%[10 µM]	i	3%	-1%	-3%	0%	0%
COC(=O)c1c(NC(=O)CSc2nnc(-c3cccnc3)n2Cc2ccco2)sc(C)c1C	7%	-20%[1.9 µM]	-13%	-1%	-20%	4%	6%	-6%
FC(F)(F)c1ccccc1NC(=S)N1CCN(c2ncccn2)CC1	-1%	-33%	4%	5%	-2%	-6%	-1%	2%
CCOP(=O)(OCC)/C(C#N)=C/c1ccc([N+](=O)[O-])cc1	-5%	7%[10 µM]	i	-1%	17%	-17%	3%	2%
CCc1cc2c(cc3c(=O)n(CC(=O)NC4CCC(C)CC4)nc(CC)n32)s1 (configuration not stated)	-15%	·	·	7%	·	-17%	-4%	9%
Brc1ccc2c(c1)C(c1cccs1)=NNC(c1cccnc1)=N2	-25%	-7%	2%	-1%	-8%	?	-8%	3%
COc1ccc(-c2ccc3c(N)c(C(=O)Nc4ccc(C(F)(F)F)cc4)sc3n2)cc1OC	?	·	·	2%	·	?	11%	-11%
Nc1ccc(Br)cc1C(NCC(=O)O)c1ccccc1 (configuration not stated)	10%	1%[10 µM]	-16%	-5%	8%	8%	2%	-2%
CC(NS(=O)(=O)c1ccc2[nH]c(=O)c(=O)[nH]c2c1)C(=O)O (configuration not stated)	-8%	-2%[10 µM]	-6%	0%	12%	-7%	-11%	-2%
O=C(c1ccc(Cl)c(S(=O)(=O)N2CCCCCC2)c1)N1CCN(c2ccccc2O)CC1	-27%	-31%	-4%	-1%	-14%	?	?	0%
Cc1ccc(CNC(=O)C2CCN(c3ncnc4c3nc3n4CCCCC3)CC2)cc1	4%	·	·	-5%	·	7%	-4%	3%
COc1ccc(-c2cc(=O)oc3cc4occ(C)c4cc23)cc1	-16%	-51%[inhibitor]	-4%	-11%	-5%	-7%	-10%	0%

Further entries follow:
SMILES	Tau fluor cs	HTT cytoprotect	RECQ1 inh	TRb-SRC2 inh	L3MBTL1 block	Tau ThT inhib	Tau fibril FP	TR SRC2 fluor cs
CCN=C(NCC)SC1CC(=O)N(c2ccc(F)cc2)C1=O (configuration not stated)	0%	-18%	-8%	4%	·	-5%	-3%	-1%
Cc1cc(NC(=O)COc2nnc(-c3ccccc3)c3ccccc23)no1	-7%	-13%	-3%	-1%	·	-20%	-8%	1%
Cc1ccc(Cn2c(C(=O)O)c(CNCc3ccc(C)o3)c3ccc(C)cc32)cc1	-4%	·	·	-1%	·	-5%	7%	-2%
Cc1ccc(C(C#N)c2ccc3c(C(F)(F)F)cc(C(F)(F)F)nc3n2)cc1 (configuration not stated)	?	-55%[inhibitor]	-2%	3%	?	?	7%	2%
CCN1c2ccccc2-c2nc3ccccc3n2C1c1ccco1 (configuration not stated)	-27%	-70%[inhibitor]	i	-7%	33%[activator]	?	-3%	-7%
O=C(/C(=C/O)N=Nc1ccccc1)c1ccco1	-13%	35%[10 µM]	-1%	-2%	-13%	20µM*	6%	-7%
c1ccc2[nH]c(CSc3nc4ccccc4o3)nc2c1	-3%	-7%[10 µM]	5%	-3%	?	-15%	9%	0%
CC(CNCC1CCCO1)COc1cccc2ccccc12 (configuration not stated)	-7%	6%[10 µM]	-7%	-7%	1%	-4%	1%	-1%
CCOC(=O)CCC(=O)Nc1ccc([N+](=O)[O-])cc1C	-2%	-31%[inhibitor]	i	2%	-5%	1%	?	-1%
N#Cc1c(N)nc2c(c1-c1cccc(O)c1)CCCCCC2	-4%	-51%[inhibitor]	-3%	-6%	1%	0%	-9%	-1%
COc1ccc(N2C(=O)CC(N(Cc3ccco3)C(=O)CCC(=O)O)C2=O)cc1 (configuration not stated)	4%	-9%[10 µM]	i	5%	15%	3%	3%	-5%
CCOc1nc(NCc2ccco2)nc(Nc2ccccc2F)n1	-7%	-8%[10 µM]	-6%	-1%	4%	-12%	-4%	-8%
Cc1cc2n(n1)C(c1ccc(O)cc1)Nc1ccccc1-2 (configuration not stated)	4%	-12%	i	-1%	0%	1%	-8%	-3%
O=C(N/C(=C\c1cn(-c2ccccc2)nc1-c1ccc(Cl)cc1)C(=O)N1CCOCC1)c1ccccc1	-8%	10%[10 µM]	-1%	7%	4%	1%	-7%	-4%
CCOC(=O)Cc1csc(NC(=O)C(NC(=O)C2CCCCC2)C(C)C)n1 (configuration not stated)	-1%	-5%	-7%	8%	·	-4%	7%	-9%
N#Cc1cc2c(nc1SCC(O)CS(=O)(=O)Cc1ccc(Cl)cc1)CCCC2 (configuration not stated)	?	-68%[inhibitor]	i	-6%	·	-14%	-2%	0%
COC(=O)c1ccccc1NC(=O)Cn1ncc2c(C)n(Cc3ccc(F)cc3)c(C)c2c1=O	-15%	·	·	2%	·	?	0%	-1%
Fc1ccc(N2CCN(c3ncnc4c3nc3n4CCCC3)CC2)cc1	-13%	·	·	5%	·	-14%	1%	0%
CC(/C=N/N1CCN(c2ccccc2)CC1)=C\c1ccccc1	-8%	4%	-6%	-1%	0%	?	?	-4%
